SW480 rereplic: induces DNA re-replication in SW480 colon adenocarcinoma cells; 340,000 compounds, 1.8% hits; SW480 DNA re-replication, Hoechst DNA content imaging, 48 h; AID 624297; Potency, µM (top dose mostly 46.1 µM), without a hit: top-dose re-replication activation, hits mostly activators; also: % of control where 0% means no effect; nearly all actives have a fitted effect of over 55% in size
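Treated cells incubate 48 hr (37 C, 5% CO2), are stained 40 min with Hoechst, and nuclear fluorescence is enumerated; a rise in nuclei with high DNA signal marks re-replication.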
KB-3-1 cytotox: KB-3-1 parental cell cytotoxicity; KB-3-1 viability, CellTiter-Glo ATP luminescence, 72 h; Potency, µM (titrated, usually from 46.1 µM), without a hit: at the highest dose activity change, negative = cytotoxic, usual class: cytotoxic; 400,000 compounds, 1.4% hits; AID 1347075; also: % is scaled to controls: 0 for no effect and ±100 for the full control effect; nearly all actives have a fitted effect of over 60% in size
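Luminescent ATP read-out (CellTiter-Glo) measures survival of drug-naive KB-3-1 cells after 72 h compound exposure at 37 °C. Titration series was screened from lowest to highest concentration, with DMSO vehicle plates as background controls.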
KB-V1 MDR tox: KB-V1 MDR subline cytotoxicity; AID 1347076; KB-V1 MDR cells viability, CellTiter-Glo, 72 h; 400,000 compounds, 3.4% hits; Potency, µM (highest dose often 46.1 µM), for the others: at the highest dose activity change, negative = cytotoxicity, actives largely listed as cytotoxic; also: % is scaled to controls: 0 for no effect and ±100 for the full control effect; nearly all actives have a fitted effect of over 60% in size
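Luminescent ATP read-out (CellTiter-Glo, 10 min) measures survival of drug-selected KB-V1 MDR cells after 72 h, 37 degrees C compound exposure. Medium: phenol-red-free DMEM, 10% FBS. Values from fitted concentration-response curves.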
HT1080 IDH1KD tx: HT-1080 IDH1 knockdown cell toxicity (counter line) | HT-1080 IDH1 knockdown viability, ATP luminescence, 48 h | Potency, µM (titrated, usually from 46.1 µM), for inactives: at the highest dose activity, negative = toxicity, most hits filed as cytotoxic | 360,000 compounds, 2% hits;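 also: 0% = DMSO wells and -100% = cell-free medium wells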
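Assay cells: HT-1080 with IDH1 knockdown, 750 per well, RPMI/5% FBS. Exposure: 48 h at 37 °C following 2 h pre-incubation. Read: CellTiter-Glo luminescence; fitted concentration-response, curve class assigned.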
GLP-1R inv ag: inverse agonists of human GLP-1 receptor; P43220; HEK293 GLP-1R CRE-luciferase, luminescence, 24 h; GLP-1R form is constitutively active; Potency, µM (highest dose often 38.3 µM), inactives show top-dose activity change, negative = inhibition, actives largely listed as inhibitors; 410,000 compounds, 1.6% hits; also: % is scaled to controls: 0 for no effect and ±100 for the full control effect; nearly all actives have a fitted effect of over 55% in size
Target sequence (P43220 whole entry, looked up): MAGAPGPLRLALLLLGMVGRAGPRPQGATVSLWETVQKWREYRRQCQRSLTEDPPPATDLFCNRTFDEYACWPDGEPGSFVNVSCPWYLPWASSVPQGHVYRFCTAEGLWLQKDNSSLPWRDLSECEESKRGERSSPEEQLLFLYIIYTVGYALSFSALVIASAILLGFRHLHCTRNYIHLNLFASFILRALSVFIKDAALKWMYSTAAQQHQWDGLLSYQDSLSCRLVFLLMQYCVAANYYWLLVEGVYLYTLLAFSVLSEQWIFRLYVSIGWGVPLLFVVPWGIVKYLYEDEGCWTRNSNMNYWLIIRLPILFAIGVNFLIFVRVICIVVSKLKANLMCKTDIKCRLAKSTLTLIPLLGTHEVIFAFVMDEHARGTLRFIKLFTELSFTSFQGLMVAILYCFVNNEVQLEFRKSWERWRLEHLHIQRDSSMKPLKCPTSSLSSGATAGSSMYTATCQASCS
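Using stably transfected HEK293 (constitutively active GLP-1R, cAMP-luciferase reporter), compounds were incubated 24 hr and luciferase measured by luminescence.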
GLP1R ag: agonists of human GLP-1 receptor; Potency, µM (titrated, usually from 45.6 µM), inactives show at the top dose activation, hits mostly activators; AID 624172; P43220; 380,000 compounds, 0.007% hits; HEK293 GLP-1R CRE-luciferase, luminescence, 4-6 h; cells express a hypersensitive GLP-1R form; also: % of control where 0% means no effect
HEK293 tox: cytotoxicity counter-screen for GLP-1 receptor inverse agonists. HEK293 cAMP-luciferase reporter cells, luminescence, 24 h. Potency, µM (highest dose often 38.3 µM), for inactives: at the highest dose activity change, negative = inhibition, hits mostly inhibitors. 410,000 compounds, 0.13% hits. AID 624418;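 also: loss of luciferase light is scored as toxicity; % is scaled to controls: 0 for no effect and ±100 for the full control effect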
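1536-well qHTS counterscreen of the MLSMR; 200 cells/uL, 12 h pre-incubation, 23 nL cpd, 24 h at 37 deg C 5% CO2, luciferase detection reagent, 12 min RT, luminescence. Inhibition = undesired.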
HT1080-NT tox: kills 2HG-producing HT-1080-NT fibrosarcoma cells; HT-1080-NT fibrosarcoma viability, CellTiter-Glo ATP luminescence, 48 h; Potency, µM (highest dose often 46.1 µM), for the others: top-dose activity, negative = less viability, most hits filed as cytotoxic; 360,000 compounds, 1.6% hits;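 also: NT is the 2HG producing partner of a matched IDH1 knockdown line; 0% = DMSO-treated cells and -100% = media-only wells without cells; nearly all actives have a fitted effect of over 55% in size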
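Compounds were tested in concentration-response format on HT-1080-NT cells for 48 hours at 37 degrees C. Cell viability came from CellTiter-Glo luminescence; curves were classified by r2, response magnitude and activity.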
TDP43 rescue: rescues yeast growth from TDP-43 toxicity; 410,000 compounds, 1.8% hits; TDP-43 expressing yeast growth rescue, BacTiter-Glo, 24 h; AID 652104; Potency, µM (series often up to 46.1 µM), for inactives: top-dose growth rescue (activation), most hits filed as activators; also: % of control where 0% means no effect; nearly all actives have a fitted effect of over 50% in size
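In this qHTS, compounds that restore growth of yeast expressing TDP-43 appear as activators. Cells (OD600=0.02, galactose medium, raffinose-pregrown) are incubated with compound 24 hr at 30 deg C and growth is quantified by BacTiter-Glo.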
The depositor's hits bear a star; [ ] = another dose, or the depositor's remark. Calls follow the shape of the dose curve; as a rule, active = well fitted curve in the direction sought with a large enough effect; inconclusive = small, poorly fitted or top-dose-only effect, or another doubt; inactive = no such curve, though single readings can be large; an effect the other way counts as inactive or inconclusive. Potency is read from the fitted curve at half-maximal effect.

For c1ccc2c(c1)nc(N1CCCCC1)c1ccccc12 the results were SW480 rereplic -1%, KB-3-1 cytotox 4%, KB-V1 MDR tox -21%, HT1080 IDH1KD tx -17%, GLP-1R inv ag 14%, GLP1R ag 12%, HEK293 tox 29%, HT1080-NT tox -12% and TDP43 rescue 18%.
Screening CC1CCN(C(=O)c2[nH]cnc2C(=O)N[C@H](C)c2ccccc2)CC1 returned SW480 rereplic inconclusive, KB-3-1 cytotox 0%, KB-V1 MDR tox -2%, HT1080 IDH1KD tx 0%, GLP-1R inv ag 6%, GLP1R ag -2%, HEK293 tox -29%, HT1080-NT tox inconclusive and TDP43 rescue 11%.
`Cc1ccc2c(c1)c1c(c(=O)n(-c3ccccc3)c(=O)n1CC(=O)NCCC1=CCCCC1)n2C` gave KB-3-1 cytotox 7%, KB-V1 MDR tox 0%, GLP-1R inv ag 16%, GLP1R ag -3%, HEK293 tox 5% and TDP43 rescue 22%.
For O=C(COc1coc(CN2CCN(c3ccccc3F)CC2)cc1=O)N1CCc2ccccc21 the results were SW480 rereplic 4%, KB-3-1 cytotox 17%, KB-V1 MDR tox 4%, HT1080 IDH1KD tx 9%, GLP-1R inv ag 11%, GLP1R ag 0%, HEK293 tox 5%, HT1080-NT tox 8% and TDP43 rescue 22%.
For CC(C)(C)OC(=O)N1CCC(c2c(C(=O)Nc3ccc4c(c3)OCCO4)cnn2-c2ccccc2)CC1 the results were KB-3-1 cytotox 15%, KB-V1 MDR tox -8%, GLP-1R inv ag inconclusive, HEK293 tox -13% and TDP43 rescue 0%.
Screening Cc1ccc(NC(=O)CSc2nc3ccccc3c3nc(CCc4c(C)n[nH]c4C)nn23)c(C)c1 returned KB-3-1 cytotox 8%, KB-V1 MDR tox 9%, GLP-1R inv ag 7%, HEK293 tox 1% and TDP43 rescue inconclusive.
For CCN(CC)c1ccc(NC(=O)CSc2nc(C3CC3)nc3ccccc23)cc1C the results were SW480 rereplic 8.2µM*, KB-3-1 cytotox 4.6µM*, KB-V1 MDR tox 6.5µM*, HT1080 IDH1KD tx 6.5µM*, GLP-1R inv ag inconclusive, GLP1R ag 25%, HEK293 tox inconclusive, HT1080-NT tox 9.2µM* and TDP43 rescue -15%.
`O=C(COc1ccc([N+](=O)[O-])cc1)Nc1cccc(C(=O)Nc2ccccc2C(=O)O)c1` gave SW480 rereplic -17%, KB-3-1 cytotox 14%, KB-V1 MDR tox inconclusive, HT1080 IDH1KD tx 10%, GLP-1R inv ag 24%, GLP1R ag -4%, HEK293 tox 2%, HT1080-NT tox -6% and TDP43 rescue 1%.
`CC(=O)Nc1ccc(NC(=O)CSc2ncnn2-c2ccccc2)cc1` gave SW480 rereplic -1%, KB-3-1 cytotox 2%, KB-V1 MDR tox -9%, HT1080 IDH1KD tx -3%, GLP-1R inv ag 20%, GLP1R ag -2%, HEK293 tox -6%, HT1080-NT tox 3% and TDP43 rescue -1%.
`O=C(c1cccs1)c1cn(CCOc2ccccc2Cl)c2ccccc12` gave KB-3-1 cytotox 0%, KB-V1 MDR tox 8%, GLP-1R inv ag inconclusive, HEK293 tox 11% and TDP43 rescue 18%.
O=C(OCC#CCSc1nnc(-c2ccncc2)o1)c1cccs1 was read as SW480 rereplic -3%, KB-3-1 cytotox 6%, KB-V1 MDR tox 2%, HT1080 IDH1KD tx 4%, GLP-1R inv ag 0%, GLP1R ag 0%, HEK293 tox -3%, HT1080-NT tox 16% and TDP43 rescue -15%.
CC[C@@]1(C(=O)OC)N[C@H](CN(C)C(=O)Nc2ccc(Cl)cc2)[C@@H]2C(=O)N(C)C(=O)[C@@H]21 was read as SW480 rereplic -14%, KB-3-1 cytotox 11%, KB-V1 MDR tox 11%, HT1080 IDH1KD tx -2%, GLP-1R inv ag 8%, GLP1R ag 2%, HEK293 tox -9%, HT1080-NT tox 2% and TDP43 rescue 3%.
`COc1ccc(CCn2c(=S)[nH]c3cc(C(=O)N4CCOCC4)ccc3c2=O)cc1OC` gave SW480 rereplic -6%, KB-3-1 cytotox 0%, KB-V1 MDR tox inconclusive, HT1080 IDH1KD tx -15%, GLP-1R inv ag 3%, GLP1R ag 1%, HEK293 tox -1%, HT1080-NT tox -19% and TDP43 rescue 22%.
Screening CC(=O)Nc1ccc(CCNC(=O)c2ccc3ccccc3c2O)cc1 returned SW480 rereplic -2%, KB-3-1 cytotox inconclusive, KB-V1 MDR tox 0%, HT1080 IDH1KD tx -17%, GLP-1R inv ag -8%, GLP1R ag 13%, HEK293 tox 10%, HT1080-NT tox -12% and TDP43 rescue 0%.
`O=C(CN1CCCC1)NN=C(c1ccccc1)c1ccccc1` gave SW480 rereplic inconclusive, KB-3-1 cytotox 7%, KB-V1 MDR tox -16%, HT1080 IDH1KD tx -22%, GLP-1R inv ag inconclusive, GLP1R ag -1%, HEK293 tox 8%, HT1080-NT tox -7% and TDP43 rescue 7%.
CCn1c(SCC(=O)Nc2nc3c(s2)CCCC3)nnc1-c1ccccc1 was read as SW480 rereplic 0%, KB-3-1 cytotox 1%, KB-V1 MDR tox -102%, HT1080 IDH1KD tx -19%, GLP-1R inv ag 0%, GLP1R ag -2%, HEK293 tox -18%, HT1080-NT tox 4% and TDP43 rescue -5%.
For CN(C(=O)CSc1ccccc1C(=O)O)C1CCCCC1 the results were SW480 rereplic 1%, KB-3-1 cytotox 3%, KB-V1 MDR tox 6%, HT1080 IDH1KD tx 3%, GLP-1R inv ag 0%, GLP1R ag -2%, HEK293 tox 1%, HT1080-NT tox 12% and TDP43 rescue -4%.
CCc1nn(CC(=O)N2CCN(Cc3ccc4c(c3)OCO4)CC2)c(=O)c2cc3occc3n12 was read as SW480 rereplic 16%, KB-3-1 cytotox -4%, KB-V1 MDR tox 18µM*, HT1080 IDH1KD tx -20%, GLP-1R inv ag -3%, GLP1R ag 0%, HEK293 tox -3%, HT1080-NT tox -2% and TDP43 rescue 4%.
`Cc1cc(C)n(C(C)n2nc(C)cc2C)n1` gave SW480 rereplic -6%, KB-3-1 cytotox 0%, KB-V1 MDR tox 0%, HT1080 IDH1KD tx 39%, GLP-1R inv ag 0%, GLP1R ag -10%, HEK293 tox -4%, HT1080-NT tox -5% and TDP43 rescue -8%.
COc1ccc(-n2nnnc2SCC(=O)NC(=O)Nc2ccc3c(c2)OCCO3)cc1 was read as SW480 rereplic -6%, KB-3-1 cytotox 12%, KB-V1 MDR tox 9%, HT1080 IDH1KD tx 3%, GLP-1R inv ag -14%, GLP1R ag -5%, HEK293 tox -7%, HT1080-NT tox -2% and TDP43 rescue -2%.
`CCOC(=O)CSc1nc(-c2ccccc2)cc(C(F)(F)F)n1` gave SW480 rereplic -9%, KB-3-1 cytotox 15%, KB-V1 MDR tox 4%, HT1080 IDH1KD tx 1%[9.24 µM], GLP-1R inv ag inconclusive, GLP1R ag -8%, HEK293 tox 1%, HT1080-NT tox 4% and TDP43 rescue 0%.
`CC1(C)CC(=O)/C(=C(/O)CCCN2C(=O)c3ccccc3C2=O)C(=NC(C)(C)C)C1` gave SW480 rereplic -15%, KB-3-1 cytotox -1%, KB-V1 MDR tox inconclusive, HT1080 IDH1KD tx -2%, GLP-1R inv ag 0%, GLP1R ag 6%, HEK293 tox -1%, HT1080-NT tox -3% and TDP43 rescue 9%[9.22 µM].
CCOC(=O)C1=CC[C@@H](c2cc(OC)c(OC)c(OC)c2)N(S(=O)(=O)c2ccc(C)cc2)[C@H]1C(=O)OCC was read as SW480 rereplic -4%, KB-3-1 cytotox -13%, KB-V1 MDR tox -5%, HT1080 IDH1KD tx 7%, GLP-1R inv ag inconclusive, GLP1R ag -2%, HEK293 tox -8%, HT1080-NT tox 15% and TDP43 rescue 11%.
For COc1ccc(C2C(=O)N(C3CCCCC3)CC(=O)N2CC2COc3ccccc3O2)cc1 (stereo not given) the results were SW480 rereplic 3%, KB-3-1 cytotox -2%, KB-V1 MDR tox -6%, HT1080 IDH1KD tx 0%, GLP-1R inv ag 0%, GLP1R ag -6%, HEK293 tox -7%, HT1080-NT tox 6% and TDP43 rescue -21%.
For CC1(C)Cc2cccc(OC(=O)NCCc3ccc(F)cc3)c2O1 the results were KB-3-1 cytotox 11%, KB-V1 MDR tox 0%, HT1080 IDH1KD tx 12%, GLP-1R inv ag inconclusive, GLP1R ag 8%, HEK293 tox -12%, HT1080-NT tox 8% and TDP43 rescue inconclusive.
For COc1ccccc1-c1nc(SCC(=O)NCc2ccco2)c2c(=O)n(C)c(=O)n(C)c2n1 the results were SW480 rereplic -1%, KB-3-1 cytotox 4%, KB-V1 MDR tox -21%, HT1080 IDH1KD tx -13%, GLP-1R inv ag -28%, GLP1R ag -4%, HEK293 tox 0%, HT1080-NT tox -4% and TDP43 rescue 28%.

Looked up by compound from above (3):
CCOC(=O)C1=CC[C@@H](c2cc(OC)c(OC)c(OC)c2)N(S(=O)(=O)c2ccc(C)cc2)[C@H]1C(=O)OCC was read as SW480 rereplic -4%, KB-3-1 cytotox -13%, KB-V1 MDR tox -5%, HT1080 IDH1KD tx 7%, GLP-1R inv ag inconclusive, GLP1R ag -2%, HEK293 tox -8%, HT1080-NT tox 15% and TDP43 rescue 11%.
For COc1ccc(C2C(=O)N(C3CCCCC3)CC(=O)N2CC2COc3ccccc3O2)cc1 (stereo not given) the results were SW480 rereplic 3%, KB-3-1 cytotox -2%, KB-V1 MDR tox -6%, HT1080 IDH1KD tx 0%, GLP-1R inv ag 0%, GLP1R ag -6%, HEK293 tox -7%, HT1080-NT tox 6% and TDP43 rescue -21%.
`CC1(C)CC(=O)/C(=C(/O)CCCN2C(=O)c3ccccc3C2=O)C(=NC(C)(C)C)C1` gave SW480 rereplic -15%, KB-3-1 cytotox -1%, KB-V1 MDR tox inconclusive, HT1080 IDH1KD tx -2%, GLP-1R inv ag 0%, GLP1R ag 6%, HEK293 tox -1%, HT1080-NT tox -3% and TDP43 rescue 9%[9.22 µM].

Outcome played no part in choosing rows (roughly 9.4% active in at least one column).
